# Bioassay records as filed in PubChem.
# Tau fibril FP: inhibitors of human tau fibril formation | K18 P301L tau heparin fibrillization, Alexa594 FP, 6 h | Potency, µM (series often up to 57.7 µM), without a hit: top-dose activity, negative = inhibition, most hits filed as inhibitors | 280,000 compounds, 0.39% hits | AID 1468; further: on the % scale 0 is the no-effect control and ±100 the full control effect; nearly all actives have a fitted effect of over 55% in size
# Target sequence (P10636 561-689 P618L limits assumed): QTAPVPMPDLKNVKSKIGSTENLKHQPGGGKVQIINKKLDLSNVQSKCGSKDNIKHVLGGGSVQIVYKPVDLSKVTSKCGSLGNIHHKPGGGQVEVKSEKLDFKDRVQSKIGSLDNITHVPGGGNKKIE
#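 Steps: dispense K18 P301L tau (15 uM plus 0.24 uM Alexa 594 tracer, final) in pH 7 sodium acetate; add compound; add heparin (20 uM final); incubate 6 hr, 37 C; add ThT (30 uM final); after 1 hr ambient, read FP.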
# GAA inh: alpha-glucosidase (human) inhibition; 200,000 compounds, 0.005% hits; purified human GAA, 4-MU-alpha-glucoside fluorescence; AID 1466; P10253; Potency, µM (top dose mostly 76.9 µM), for inactives: at the top dose activity change, negative = inhibition, hits mostly inhibitors;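 further: plate controls were uninhibited enzyme wells for no effect and no-enzyme background for full effect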
#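 Human enzyme at 4 nM with 400 uM 4-methylumbelliferyl-alpha-D-pyranoside, citrate/phosphate buffer pH 5.0, 0.005% Tween-20, 20 min at room temperature. Compounds up to 77 uM. 4-MU fluorescence (Ex 365/Em 440) read after NaOH/glycine stop; AC50 from Hill fit.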
# GAA glycogen: GAA glycogen-cleavage inhibition or activation | P10253 | recombinant GAA, glycogen substrate, Amplex Red glucose oxidase fluorescence | Potency, µM (highest dose often 76.4 µM), without a hit: top-dose activity change, negative = inhibition, hits mostly inhibitors | 300,000 compounds, 0.38% hits | AID 2100;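 further: 0% = full enzyme reaction and -100% = no-enzyme basal signal; the screen sought inhibitors and activators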
#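 Recombinant human alpha-glucosidase (4 nM final) hydrolysed bovine liver glycogen (30 ug) for 40 min at 37 C in pH 5.0 citrate/phosphate with 0.01% Tween-20. Released glucose detected by glucose oxidase/Amplex Red, Ex 573/Em 610 nm. Compounds up to 77 uM; AC50 from Hill fits.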
# GLA spleen mod: inhibits or activates alpha-galactosidase in human spleen homogenate; P06280; human spleen homogenate, 4MU-alpha-Gal fluorescence, 40 min; Potency, µM (highest dose often 80 µM), for the others: at the highest dose activity change, negative = inhibition, actives largely listed as inhibitors; 240,000 compounds, 0.008% hits;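 further: 0% = enzyme with vehicle and -100% = no enzyme basal signal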
# Target sequence (P06280 32-429 limits assumed): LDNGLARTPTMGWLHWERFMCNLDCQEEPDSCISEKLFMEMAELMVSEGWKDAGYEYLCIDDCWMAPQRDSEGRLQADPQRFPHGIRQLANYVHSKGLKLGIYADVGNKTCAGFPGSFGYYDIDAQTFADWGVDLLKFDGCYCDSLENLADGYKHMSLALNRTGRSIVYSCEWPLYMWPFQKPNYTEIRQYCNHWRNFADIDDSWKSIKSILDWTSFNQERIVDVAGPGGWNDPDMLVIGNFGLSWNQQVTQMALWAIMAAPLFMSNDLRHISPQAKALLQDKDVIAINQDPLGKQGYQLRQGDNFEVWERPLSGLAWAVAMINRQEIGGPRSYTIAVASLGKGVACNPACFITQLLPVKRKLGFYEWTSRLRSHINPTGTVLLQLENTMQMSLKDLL
#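 Fluorogenic readout (Ex 365/Em 440 nm) of 4-methylumbelliferone released from 1 mM 4-MU-alpha-galactoside by spleen homogenate, 40 min at 37C, pH 5.0. Data normalized to no-enzyme and enzyme controls; Hill-equation AC50 from compound titrations.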
# Tau fluor cs: counter-screen for tau fibril formation inhibitors; tau K18 P301L Alexa594 fluorescence, heparin fibrillization; Potency, µM (highest dose often 57.7 µM), for the others: at the highest dose activity change, negative = decrease; 280,000 compounds, 0.93% hits; AID 1463; further: on the % scale 0 is the no-effect control and ±100 the full control effect; nearly all actives have a fitted effect of over 55% in size
#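 Human K18 P301L tau (15 uM unlabeled plus 0.24 uM Alexa 594-labeled, final) in 100 mM sodium acetate pH 7 was mixed with compound and 20 uM heparin and incubated 6 hr at 37 C.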
# Tau ThT inhib: inhibitors of human tau fibril formation, thioflavin T binding; P10636; recombinant tau K18 P301L (four-repeat tau fragment), heparin-induced fibrillization, ThT fluorescence; Potency, µM (series often up to 57.4 µM), for inactives: at the highest dose activity, negative = inhibition, usual class: inhibitors; 270,000 compounds, 2.1% hits; AID 1460; further: on the % scale 0 is the no-effect control and ±100 the full control effect; nearly all actives have a fitted effect of over 55% in size
#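 Aggregation was driven by heparin (20 uM final) acting on recombinant tau […] bearing P301L in 100 mM sodium acetate pH 7; fibrils were detected with Thioflavin T.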
# aGlu spleen mod: inhibits or activates alpha-glucosidase in human spleen homogenate. human spleen homogenate, 4-MU-alpha-glucoside fluorescence. Potency, µM (series often up to 79.9 µM), for the others: at the highest dose activity change, negative = inhibition, actives largely listed as inhibitors. P10253. 240,000 compounds, 0.006% hits;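 further: 0% = enzyme with vehicle and -100% = no enzyme basal signal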
#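 Human spleen homogenate (1 ug) incubated with compounds and 1 mM 4-methylumbelliferyl-alpha-D-glucopyranoside in pH 5.0 citrate/phosphate buffer, 37 C, 40 min. Stopped at pH 10; 4-MU fluorescence (Ex 365/Em 440 nm); AC50 by Hill fit.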
# HTT ATP protect: Huntington cell model cytoprotection by ATP luminescence | PC12 HTT-Q103 induced, cytoprotection, ATP luminescence, 40 h | Potency, µM (series often up to 56.4 µM), for the others: cytoprotection (ATP increase), hits mostly activators | 230,000 compounds, 0.14% hits;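 further: % of control where 0% means no effect; nearly all actives have a fitted effect of over 45% in size; toxic huntingtin expression switched on by the ecdysone agonist tebufenozide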
#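 Compounds added alongside 100 nM tebufenozide, which induces toxic Q103 huntingtin exon 1-GFP in stable PC12 cells; surviving cells quantified by luminescent ATP measurement. Medium: phenol red-free DMEM, 5% equine and 5% calf serum.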
# * hit, by the source's call; ? = inconclusive; nt = no result given; & = joins results of further samples; [ ] = remark or other dose. The call rests on the fitted dose curve; in most records, active means well fitted curve in the direction sought with a large enough effect; inconclusive means small, poorly fitted or top-dose-only effect, or another doubt; inactive means no such curve, though single readings can be large; an effect the other way counts as inactive or inconclusive. Potency means the concentration at half of the fitted maximal effect.
SMILES,Tau fibril FP,GAA inh,GAA glycogen,GLA spleen mod,Tau fluor cs,Tau ThT inhib,aGlu spleen mod,HTT ATP protect
O=C(COc1ccc(S(=O)(=O)NCc2ccccc2)cc1)NCC1CCCO1 (stereo unspecified),0%,-1%,-5%,-1%,-3%,-11%,-7%,-5%
COc1cc(/C=C(\C#N)C(=O)NCC2CCCO2)c([N+](=O)[O-])cc1OC (stereo unspecified),-1%,-10%,-3%,-10%,-7%,-16%,-2%,-20%[10 µM]
CCOC(=O)Cn1c(CN2CC(C)OC(C)C2)nc2c1c(=O)n(C)c(=O)n2C (stereo unspecified),2%,0%,6%,1%,-5%,-8%,2%,-4%[10 µM]
O=C1NCCN(Cc2c(F)cccc2Cl)C1CC(=O)N1CCCCO1 (stereo unspecified),11%,3%,-1%,-12%,1%,-2%,-5%,29%[10 µM]
O=C(NC1CC(=O)c2sccc21)c1cccc(C(F)(F)F)c1 (stereo unspecified),5%,8%,-4%,-14%,11%,10%,0%,-17%
COC(=O)c1ccc2nccnc2c1,1%,nt,6%,-1%,-4%,nt,-4%,17%[10 µM]
O=C(OCC(=O)N1CCCCCC1)c1ccc(Cl)c(S(=O)(=O)N2CCCC2)c1,-9%,-3%,4%,7%,-9%,-8%,3%,-24%
COC(=O)CSc1ncnc2c1cnn2Cc1ccccc1,-8%,-4%,1%,5%,-8%,-6%,2%,-6%[0.074 µM]
Cc1nn(C)c(C(=O)Sc2ccccc2)c1[N+](=O)[O-],4%,nt,5%,-4%,-22%,?,-6%,11%[10 µM]
COc1ccc(CNC(=O)CSc2ncnc3ccccc23)cc1OC,-5%,2%,6%,-6%,-5%,-10%,1%,3%[10 µM]
COc1cc(C(=O)Nc2ccccc2-c2nc(-c3ccc(C)cc3)no2)cc(OC)c1OC,2%,nt,-1%[76.3 µM],nt,-3%,?,nt,nt
COc1cc(C(=O)CSc2nnc(-c3ccc(O)cc3)n2CC2CCCO2)ccc1NC(C)=O (stereo unspecified),-2%,-6%,3%,3%,-19%,-17%,-2%,-7%[10 µM]
CCN=C(NC#N)SCc1c(F)cccc1Cl,8%,-12%,15%,-1%,6%,6%,-9%,nt
Cc1ccc2[nH]c3c(c2c1)CCN1C(=O)OC(C)(C)C31C (stereo unspecified),10%,-2%,-4%,2%,-6%,-4%,1%,-8%
COc1ccc(Br)cc1CNC(=O)CCc1nc(-c2ccc(C)cc2)no1,2%,-1%,-3%,5%,1%,5%,-5%,8%[10 µM]
Cc1ccc2c(c1)C(c1ccc(F)cc1)N(C(=O)c1ccc(OC(C)C)cc1)CC(=O)N2 (stereo unspecified),-1%,nt,-19%[76.3 µM],nt,-13%,-12%,nt,nt
CC1CCC(NC(=O)c2ccc(NC(=O)c3ccc(=O)[nH]c3)cc2)CC1 (stereo unspecified),-5%,1%,1%,2%,-2%,-2%,6%,nt
Clc1ccccc1-c1nc(-c2ccncc2)no1,-2%,3%,2%&5%,-3%,-9%,-10%,-1%,-25%
COc1cc2c(cc1OC)C(c1cccs1)N(C(=O)c1ccc(S(=O)(=O)N(C)C)cc1)CC2 (stereo unspecified),7%,nt,-11%,-2%,6%,-2%,-7%,-11%[10 µM]
Cc1ccc(C2(CC(=O)N3CCCC3)CCOC(C(C)C)C2)cc1 (stereo unspecified),-1%,-8%,5%,-2%,-3%,-9%,-1%,0%
Cc1ccc(CN2CCNC(=O)C2CC(=O)NCC(F)(F)F)o1 (stereo unspecified),?,3%,20%,4%,-13%,?,2%,-42%[10 µM]
CC(C)(C)c1ccc(C(=O)NCC(=O)OCC(=O)Nc2ccccc2[N+](=O)[O-])cc1,-2%,4%,-2%,11%,1%,9%,-6%,nt
CCCCOc1ccc(C(C)NC(=O)C2CCCN(S(=O)(=O)CC)C2)cc1 (stereo unspecified),-4%,3%,-5%,2%,-2%,3%,-6%,-8%
COC(=O)c1sc(-c2ccc(Cl)cc2)cc1NC(=O)COCC(=O)O,10%,nt,-5%,3%,2%,nt,-1%,-7%[10 µM]
Oc1ccc(/C=N/Nc2ccnc3cc(Cl)ccc23)c(O)c1,?,nt,?,11%,?,?,2%,9%[10 µM]

# Looked up by structure from the list above, two records:
SMILES,Tau fibril FP,GAA inh,GAA glycogen,GLA spleen mod,Tau fluor cs,Tau ThT inhib,aGlu spleen mod,HTT ATP protect
Cc1ccc(CN2CCNC(=O)C2CC(=O)NCC(F)(F)F)o1 (stereo unspecified),?,3%,20%,4%,-13%,?,2%,-42%[10 µM]
Clc1ccccc1-c1nc(-c2ccncc2)no1,-2%,3%,2%&5%,-3%,-9%,-10%,-1%,-25%

# The results go on.
SMILES,Tau fibril FP,GAA inh,GAA glycogen,GLA spleen mod,Tau fluor cs,Tau ThT inhib,aGlu spleen mod,HTT ATP protect
Cc1[nH]n(-c2ccccc2)c(=O)c1S(=O)(=O)c1ccccc1,-5%,4%,-4%,-4%,-25%,-18%,-6%,5%
CCOc1cc(/C=C2/SC(=S)N(CC(=O)O)C2=O)ccc1OC(=O)c1cccs1,2%,nt,-6%,-5%,9%,?,-5%,-21%[10 µM]
O=C1OCc2cccc3cccc1c23,-6%,8%,0%,-15%,-9%,-13%,-8%,22%
Cc1cc(C)nc(SCc2nnc(SCC(=O)Nc3nc(-c4ccccc4)cs3)n2C)n1,-10%,-3%,0%,8%,-13%,?,6%,-9%[10 µM]
Cc1cc(=O)oc2cc(OCCSCCN3CCCCC3)ccc12,-5%,4%,8%,25%,-9%,-6%,9%,4%[10 µM]
CC(C)C(c1nnnn1Cc1ccc(F)cc1)N1CCN(C(=O)c2ccco2)CC1 (stereo unspecified),0%,-7%,-14%,0%,4%,2%,-19%,22%
CCNC(=O)c1cc(S(=O)(=O)N(C)C)c(Cl)cc1Cl,5%,-10%,8%,-5%,7%,2%,1%,6%[10 µM]
Cc1ccc(-c2nn(CC(=O)O)c(=O)c3ccccc23)cc1,10%,-1%,4%,-1%,7%,5%,-4%,-7%
c1ccc(Cc2nnc(N3CCCCC3)c3ccccc23)cc1,-3%,-13%,-2%,6%,-9%,-13%,1%,-10%[10 µM]
N#Cc1cc2c(nc1SCC(=O)Nc1sc3c(c1C#N)CCC3)CCCCCC2,2%,0%,-6%,-2%,-18%,-6%,3%,-20%
O=C(NCc1n[nH]c(=S)n1-c1ccc(Cl)c(Cl)c1)c1ccc(S(=O)(=O)N2CCOCC2)cc1,-8%,-14%,-7%,-10%,-8%,-5%,nt,-10%
COc1ccc2cc(CN(CCO)C(=O)c3ccccc3F)c(=O)[nH]c2c1,2%,8%,0%,-7%,0%,11%,-18%,6%[10 µM]
O=C(COC(=O)C1(c2ccccc2)CC1)N1CCN(c2ccc(F)cc2)CC1,10%,-8%,-8%,0%,-16%,-15%,-11%,-16%
COc1cc2c(cc1NC(=O)C(C)Sc1ccc(C)cc1)oc1ccccc12 (stereo unspecified),-12%,-2%,-15%,6%,?,-16%,8%,-11%
COc1ccc(C)cc1NC(=O)Cn1cc(S(=O)(=O)N2CCC(C)CC2)c2ccccc2c1=O,-11%,nt,-13%[76.3 µM],nt,?,0%,nt,nt
N/C(=N\OC(=O)/C=C/c1ccc(Br)cc1)c1ccccn1,9%,3%,-5%,-3%,7%,?,-6%,-3%[10 µM]
CCOC(=O)c1c(C)[nH]c(C(=O)OCC(=O)Nc2cc(C)ccc2OC)c1C,-1%,-14%,-8%,-3%,0%,-19%,-2%,-6%
O=C(Cc1ccccc1)Nc1ccccc1CO,-2%,-11%,-2%,0%,-10%,-6%,3%,-4%
Cc1cnc(NC(=O)CSc2ncn(-c3ccccc3)n2)s1,10%,-2%,4%,7%,-2%,2%,0%,14%[10 µM]
Cc1ccc(C2Nc3ccccc3NC3=C2C(=O)OC(C)C3)cc1 (stereo unspecified),2%,-13%,-8%,10%,-6%,-11%,1%,24%[10 µM]
c1ccc2c(C3=NNC(=NC4CCCCC4)SC3)c[nH]c2c1,14%,-2%,-1%,-7%,?,?,-17%,-2%[10 µM]
NC(=O)c1cc2ccc(O)cc2oc1=Nc1ccccc1,-8%,?,-4%,?,-20%,?,?,-21%
O=C(NNc1nc(=O)c2cccnc2s1)c1ccccc1O,4%,-4%,-2%,-3%,-13%,?,3%,-51%[inhibitor][10 µM]
COc1ccc(-n2ncc3c(NC(C)C)ncnc32)cc1,0%,3%,-2%,-1%,-11%,?,-5%,-99%[inhibitor]
CSc1cccc(NC(=S)N(Cc2ccc(C)cc2)Cc2cccnc2)c1,-14%,?,-24%,-4%,?,-14%,-3%,-54%[inhibitor]
C(=N\N1CCN(Cc2ccccc2)CC1)/c1cccs1,5%,-1%,-26%,2%,-13%,-13%,-6%,10%[10 µM]
Cc1ccc(S(=O)(=O)N[C@H](C(=O)N2CCC(C(=O)N3CCC[C@H]3C(=O)O)CC2)C(C)C)cc1,0%,7%,-11%,-12%,3%,0%,-5%,-3%[0.074 µM]
CSCC[C@H](NC(=O)Nc1ccc(OC(F)(F)F)cc1)C(=O)O,3%,5%,9%,5%,-8%,-4%,6%,6%[10 µM]
CC(C)=CC[N+]1(C)CCCCC1,0%,2%,4%,7%,2%,6%,5%,5%[10 µM]
Nc1nc(SCC(=O)NCc2ccc(F)cc2)[nH]c(=O)c1NC(=O)c1ccc(Cl)cc1,-12%,-2%,15%,-2%,-2%,-6%,0%,19%[10 µM]

# Another view of some results above:
# Values run as follows: Tau fibril FP	GAA inh	GAA glycogen	GLA spleen mod	Tau fluor cs	Tau ThT inhib	aGlu spleen mod	HTT ATP protect
Nc1nc(SCC(=O)NCc2ccc(F)cc2)[nH]c(=O)c1NC(=O)c1ccc(Cl)cc1
    -12%	-2%	15%	-2%	-2%	-6%	0%	19%[10 µM]
N#Cc1cc2c(nc1SCC(=O)Nc1sc3c(c1C#N)CCC3)CCCCCC2
    2%	0%	-6%	-2%	-18%	-6%	3%	-20%
CSCC[C@H](NC(=O)Nc1ccc(OC(F)(F)F)cc1)C(=O)O
    3%	5%	9%	5%	-8%	-4%	6%	6%[10 µM]
